Screening results as filed in PubChem BioAssay.
inhibitors of VEEV – inhibitors of VEEV TC-83 cytopathic effect, confirmation, Vero cells (AID 588727); Vero cells, VEEV TC-83 cytopathic effect inhibition; higher % means a stronger effect; inhibition, % at 20 µM; hits with a dose series show IC50 in µM; 0.13% of 350,000 active; in the data active means a potency from the dose series; inconclusive means inhibition mostly from about 14% at the one dose, without a potency; inactive means the rest, 99 in 100 with inhibition below about 12%; further: strong numbers were not always called active
PhoP GFP inhibition – PhoP regulon inhibitors, Salmonella typhi PhoP promoter GFP reporter, confirmatory (AID 1850) | Salmonella Typhi PhoP-promoter GFP reporter, fluorescence, 4 h; higher % means a stronger effect | 0.33% of 310,000 active | inhibition, % at 50 µM; hits with a dose series show IC50 in µM; in the data active means a potency from the dose series; inconclusive means inhibition mostly from about 25% at the one dose, without a potency; inactive means the rest, 99 in 100 with inhibition below about 19%;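 further: 0% = induced wells with vehicle and 100% = uninduced wells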
H1N1 NS1A inhibition – H1N1 influenza NS1A inhibitors, functional cell based assay (AID 504329) | NS1A functional cell-based assay, percent inhibition; higher % means a stronger effect | inhibition, % at 12.5 µM; hits with a dose series show IC50 in µM | 0.3% of 340,000 active; in the data active means a potency from the dose series; inconclusive means inhibition above about 27% without an active follow-up result; further: strong numbers were not always called active
tuberculosis growth – growth inhibition of non-replicating M. tuberculosis (AID 488890) | Mycobacterium tuberculosis non-replicating, growth inhibition; higher % means a stronger effect | 0.39% of 320,000 active | inhibition, % at 25 µM, or IC50 in µM where a hit was titrated; in the data active means a potency from the dose series; inconclusive means inhibition mostly from about 82% at the one dose, without a potency; inactive means the rest, 99 in 100 with inhibition below about 76%;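 further: plate controls were DMSO cells for no effect and high antibiotic wells for full effect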
M. tuberculosis HTS – M. tuberculosis growth inhibition, HTS (AID 449762); 0.59% of 330,000 active; M. tuberculosis H37Rv growth inhibition, 7H9 media; higher % means a stronger effect; one-dose inhibition, % at 25 µM; IC50 in µM for titrated hits; in the data active means a potency from the dose series; inconclusive means inhibition above about 70% without an active follow-up result;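 further: bacterial growth assessed after seven days of incubation; strong numbers were not always called active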
inhibitors of VEEV 10K pilot screen – further read-out of inhibitors of VEEV, marked with its call; inhibition, %; measured here: 10K pilot screen inhibition
Active calls of the source: *; i = inactive; ? = inconclusive; . = no result given; & = joins results of further samples.

SMILES	inhibitors of VEEV	PhoP GFP inhibition	H1N1 NS1A inhibition	tuberculosis growth	M. tuberculosis HTS	others
COc1cccc(NC(=O)CN2C(=O)CSc3ccc(S(=O)(=O)N4CCC(C)CC4)cc32)c1	5.8%	-14%	3%	19%	5%
CC1CCN(C(=O)c2ccc(S(=O)(=O)N3CCCCCC3)cc2)CC1	i	.	2%	20%	-3%
COc1ccc(NS(=O)(=O)c2cc(NC(=O)c3ccc(F)cc3)ccc2OC)cc1	9.7%	5%	-4%	6%	-2%
O=C(N/N=C/c1cnc(N2CCCCC2)s1)c1ccc(C(F)(F)F)cc1	i	3%	-10%	-9%	3%
O=C(COc1ccc(F)cc1)NNC(=O)c1cc2ccccc2oc1=O	1.3%	1%	28%	?	-1%
C#CCOCCOCCOCCNc1nc(N2CCN(C(=O)Cn3cc(CCCN=C(N)N)nn3)CC2)nc(N2CCN(C(=O)Cn3cc(CC(C)O)nn3)CC2)n1 (stereo unspecified)	0.9%	.	-22%	.	.
Cc1cccc(NC(=O)c2cc(Cl)ccc2[N+](=O)[O-])c1	0.5%	-3%	4%	-29%	3%	inhibitors of VEEV 10K pilot screen=0.7
C=CCn1c(SCc2ccc3nonc3c2)nnc1-c1cccs1	6.0%	1%	-5%	29%	-12%
CCc1ccc2c(CC(=O)Nc3cccc(S(=O)(=O)N4CCOCC4)c3)coc2c1	1.1%	.	-3%	16%	-2%
O=C(O)c1ccc(Nc2nc(-c3ccccc3)nc3ccccc23)cc1	11%	-7%	-15%	27%	25%
c1ccc2sc(N3CCNCC3)nc2c1	0.5%	6%	-7%	0%	-6%
Cc1ccccc1N(CC(=O)Nc1ccc(F)cc1)S(C)(=O)=O	1.4%	2%	3%	-14%	-3%
CCOc1cccc(OCCOCCNC(C)(C)C)c1	i	-12%	16%	1%	-4%
COCCNC(=O)c1onc(CSc2ccccc2)c1C(=O)O	0.3%	-1%	-2%	-31%	-4%	inhibitors of VEEV 10K pilot screen=0.4
CC(C)(C)c1nn(-c2ccccc2)c2[nH]c(=O)c(CNCc3ccco3)cc12	3.0%	0%	-3%	8%	?
COc1ccc(C(=O)NNC(=O)CSc2nc3c([nH]2)c(=O)n(C)c(=O)n3C)cc1	0.3%	-10%	-7%	2%	-5%
CCOC(=O)NCC(C#CCN(CC)CC)N(CC)CC (stereo unspecified)	6.2%	-9%	1%	-16%	-5%
CCCCOC(=O)C1=C(C)NC(=O)NC1c1ccc([N+](=O)[O-])s1 (stereo unspecified)	1.2%	-3%	-2%	65%	13%
CC(=O)Nc1ccc(NC(=O)CSc2nnc(C3CC3)n2-c2ccccc2)cc1	0.2%	.	0%	9%	3%
COC(=O)N[C@@H]1C[C@H]2[C@@H]3CC[C@H]4C[C@@H](OC)CC[C@]4(C)[C@H]3CC[C@]12C	5.5%	.	-8%	24%	6%
Cc1ncoc1C(=O)N1CCCC(C(=O)c2ccc(C(F)(F)F)cc2)C1 (stereo unspecified)	1.4%	5%	-2%	45%	2%
COc1cccc(CN2CCN(Cc3cccn3-c3cccnc3)CC2CCO)c1 (stereo unspecified)	i	1%	-8%	22%	8%
Cn1c(=O)c(C(=O)CN2CCc3ccccc32)c(N)n(Cc2ccccc2)c1=O	3.8%	-6%	-3%	30%	-3%
Cc1ccc(OCC(=O)NNC(=O)c2ccoc2C)c(Br)c1	i	-13%	11%	-4%	-5%
CCC(=O)N1CCN(c2ccccc2NC(=O)Cc2ccccc2)CC1	0.8%	5%	2%	25%	2%

(cont.)
SMILES	inhibitors of VEEV	PhoP GFP inhibition	H1N1 NS1A inhibition	tuberculosis growth	M. tuberculosis HTS	others
COc1ccc(N2CC(NS(=O)(=O)c3ccc4ccccc4c3)CC2=O)cc1OC (stereo unspecified)	1.6%	-3%	-7%	-13%	-5%
CC(=O)Nc1ccc(NC(=O)C(C)N2CCN(S(=O)(=O)c3ccc(C)cc3)CC2)cc1 (stereo unspecified)	2.4%	4%	-8%	8%	-5%
O=C(CCC(=O)N1CCOc2ccc(Cl)cc21)NCc1ccccc1	1.7%	-3%	-1%	-3%	-8%
O=C1C=C(OCc2ccccc2)CN1	i	-3%	7%	-11%	4%
CC(Nc1cc(=O)n(C)c(=O)n1C)c1ccccc1 (stereo unspecified)	3.0%	-7%	9%	.	-13%
CCOc1ncccc1C(=O)Nc1cc2c(cc1Br)OCCO2	7.1%	.	2%	61%	-1%
N#C/C(=C\c1ccc(O)c([N+](=O)[O-])c1)C(=O)NCc1ccccc1	3.7%	24%	8%	48%	4%
O=C(c1cccc([N+](=O)[O-])c1)N1CCN(c2ccc(N3CCOCC3)nn2)CC1	4.4%	5%	-11%	6%	20µM*
O=C(CCSCc1ccccc1Cl)N1CCN(c2ccccn2)CC1	i	-10%	-3%	15%	6%
CN(CC(=O)Nc1ccc(Cl)c(C(F)(F)F)c1)C(=O)c1ccccc1SCC(=O)N1CCCC1	6.2%	.	3%	.	.
CN(Cc1ccccc1)C(=O)CSc1nc2cc(C(=O)N3CCC(C(N)=O)CC3)ccc2c(=O)n1-c1ccccc1	.	-2%	.	18%	5%
CCOC(=O)c1ccc(NC(=O)c2c(O)[nH]c(=O)[nH]c2=O)cc1	0.2%	-2%	6%	70%	68%
COc1ccc(OC)c2c1sc(=NC(=O)C(C)C)n2C	0.9%	8%	13%	-8%	-5%	inhibitors of VEEV 10K pilot screen=0.0
CC1(C)CC(=O)C(C(c2ccncc2)C2C(=O)CC(C)(C)CC2=O)C(=O)C1	0.3%	0%	-8%	?	8%
CCN(CC)CCC(O)(c1ccc2c(c1)OCO2)c1cc(OC)c(OC)c(OC)c1 (stereo unspecified)	i	.	-5%	.	.
Cc1ccccc1-c1noc(C23CC4CC(CC(C4)C2)C3)n1	i	-13%	-8%	-2%	7%
O=C(/C=C/c1cccc([N+](=O)[O-])c1)Nc1cc(C(=O)O)cc(C(=O)O)c1	1.0%	7%	-17%	-14%	-10%
COc1ccc(CCn2nnnc2C(CC(C)C)N2CCN(c3ncccn3)CC2)cc1OC (stereo unspecified)	7.8%	1%	9%	10%	-2%
O=C(Oc1ccccc1)N1CCN(C(=O)c2ccco2)CC1	i	-5%	-13%	-5%	3%
O=C(O)COc1ccc(S(=O)(=O)NCCc2ccccc2)cc1	0.2%	-6%	-12%	38%	-5%
O=c1[nH]c2ccc(S(=O)(=O)N3CCCCC3)cc2[nH]c1=O	0.7%	-7%	-1%	-16%	-3%
CCC1CO/C(=C(\C(Cl)=C(Cl)Cl)[N+](=O)[O-])N1Cc1ccc(Cl)nc1 (stereo unspecified)	0.8%	18%	-5%	-16%	1%
O=C(C1CCC(CNS(=O)(=O)c2cccs2)CC1)N1CCCCC1 (stereo unspecified)	1.6%	6%	0%	-8%	-1%
Cc1cnc(C(=O)OCC(=O)NC(=O)c2ccccc2)cn1	0.8%	1%	-4%	-4%	-6%
CC(NC(=O)CCN1C(=O)c2ccccc2C1=O)c1ccc2c(c1)CCCC2 (stereo unspecified)	0.4%	-5%	4%	-14%	-4%

Filtered by structure: those above with a nitro group on carbon.
SMILES	inhibitors of VEEV	PhoP GFP inhibition	H1N1 NS1A inhibition	tuberculosis growth	M. tuberculosis HTS	others
Cc1cccc(NC(=O)c2cc(Cl)ccc2[N+](=O)[O-])c1	0.5%	-3%	4%	-29%	3%	inhibitors of VEEV 10K pilot screen=0.7
CCCCOC(=O)C1=C(C)NC(=O)NC1c1ccc([N+](=O)[O-])s1 (stereo unspecified)	1.2%	-3%	-2%	65%	13%
N#C/C(=C\c1ccc(O)c([N+](=O)[O-])c1)C(=O)NCc1ccccc1	3.7%	24%	8%	48%	4%
O=C(c1cccc([N+](=O)[O-])c1)N1CCN(c2ccc(N3CCOCC3)nn2)CC1	4.4%	5%	-11%	6%	20µM*
O=C(/C=C/c1cccc([N+](=O)[O-])c1)Nc1cc(C(=O)O)cc(C(=O)O)c1	1.0%	7%	-17%	-14%	-10%
CCC1CO/C(=C(\C(Cl)=C(Cl)Cl)[N+](=O)[O-])N1Cc1ccc(Cl)nc1 (stereo unspecified)	0.8%	18%	-5%	-16%	1%

The list goes on.
SMILES	inhibitors of VEEV	PhoP GFP inhibition	H1N1 NS1A inhibition	tuberculosis growth	M. tuberculosis HTS	others
CN1C(=O)C(=Cc2sc(=O)n(-c3ccccc3)c2N(C)C)C(=O)N(C)C1=O	2.5%	-1%	3%	23%	-1%
CC(CCc1ccccc1)NC(=O)CCNC(=O)Cn1ccc2ccccc2c1=O (stereo unspecified)	0.1%	-8%	2%	-9%	-4%
COc1ccc(-c2nc3ccccc3c(=O)n2CCOc2ccc(C)cc2C)cc1	i	-4%	5%	2%	8%
O=C(CSc1nnc(-c2cccc(F)c2)o1)NC1CCCC1	0.5%	.	1%	.	.
COc1ccccc1NC(=O)c1nnn(CC(=O)Nc2cc(C)cc(C)c2)c1N	3.5%	0%	-2%	-3%	-1%
CCNC(=O)C(CCSC)NS(=O)(=O)c1ccc(C)cc1 (stereo unspecified)	i	8%	10%	-10%	-1%
CS(=O)(=O)c1cccc(-c2nnc(NC(=O)c3ccc(S(=O)(=O)N4CCCC4)cc3)o2)c1	1.0%	2%	-14%	-1%	-4%
O=C1c2ccccc2C(O)(c2ccccc2)N1c1ccc([N+](=O)[O-])cc1Cl (stereo unspecified)	0.6%	.	-4%	.	.
O=c1c(Cl)c(N2CCN(c3ccc(F)cc3)CC2)cnn1C12CC3CC(CC(C3)C1)C2	11%	-11%	0%	36%	11%
CNC(=O)c1ccc(N(Cc2ccccc2C)S(C)(=O)=O)cc1	0.8%	5%	2%	-11%	4%
N#Cc1ccc(NC(=O)CN2CCCC2)cc1Cl	i	9%	-8%	1%	1%
CCOC(=O)C(NC(=O)CC)(Nc1ccc(S(N)(=O)=O)cc1)C(F)(F)F (stereo unspecified)	0.4%	-11%	5%	10%	4%
C/C(=N\NS(=O)(=O)c1ccc(Cl)cc1)c1ccc(NC(=O)c2ccco2)cc1	0.8%	-2%	-4%	5%	4%
O=C(/C=C/c1ccccc1)NCCOc1ccccc1	0.3%	4%	-1%	22%	-5%
O=C(CN1C(=O)COc2ccccc21)NCCCN1CCN(Cc2ccccc2)CC1	0.2%	1%	-4%	17%	-3%
O=C(NC1CCCC1)c1ccc(COCC(F)(F)F)o1	0.5%	-8%	7%	56%	-5%
CCC1(C)OC(c2ccccc2)=C/C(=C/C=C2C(=O)NC(=O)NC2=O)O1 (stereo unspecified)	0.1%	.	26%	.	.
Cc1ncn(C23CC4CC(CC(O)(C4)C2)C3)n1	0.5%	14%	12%	-10%	-5%
Cc1ccc(C)c(NC(=O)C2CC(=O)N(C3CCCCC3)C2)c1 (stereo unspecified)	0.1%	9%	2%	7%	-6%
O=C(NC(=S)Nc1ccc(N2CCOCC2)cc1)c1ccc2c(c1)OCCO2	1.7%	-8%	10%	72%	21%
CC(C)CCOc1ccc(Cl)cc1CN1CCOCC1	0.7%	9%	3%	0%	-1%
CC1CCC(NC(=O)COC(=O)CNC(=O)c2ccc3ccccc3c2)CC1 (stereo unspecified)	1.6%	.	-2%	4%	-2%
O=C(NC1CCN(c2ncccn2)CC1)c1ccccc1Cl	i	-5%	-13%	-11%	-2%
CCC(=O)Nc1cc(C(=O)N2CCC3(CC2)OCCO3)ccc1S(=O)(=O)c1ccc(C)cc1	0.9%	-1%&-4%	3%	-1%	-2%	inhibitors of VEEV 10K pilot screen=1.8
CN(C)P(=NC(=O)COc1ccc(Cl)cc1Cl)(N(C)C)N(C)C	i	1%	-12%	14%	-7%

Going on with the list.
SMILES	inhibitors of VEEV	PhoP GFP inhibition	H1N1 NS1A inhibition	tuberculosis growth	M. tuberculosis HTS	others
CC12CN3CC(C)(CN(C1)C3c1cc(Br)ccc1O)C2=O (stereo unspecified)	0.1%	-5%	3%	-7%	3%
O=C(Nc1sc2c(c1C(=O)O)CCCC2)c1cccs1	0.1%	-6%	0%	?	1%
Cc1cccc(C)c1NC(=S)N(CCN(C)C)C(C)c1cccnc1 (stereo unspecified)	i	-3%	4%	6%	-4%
CN(CC(=O)Nc1cccnc1Cl)S(=O)(=O)c1ccc(Cl)cc1	3.6%	-9%	-17%	3%	-3%
CCOC(=O)C1=C(CS(=O)(=O)c2ccccc2)NC(=O)NC1c1ccc(O)c(OC)c1 (stereo unspecified)	0.4%	4%	17%	-7%	-6%
CC(C)(CN1CCNCC1)NS(=O)(=O)c1ccc(Cl)cc1	i	.	9%	58%	11%
CCN(CC)C(=O)C1CC(=O)N(c2ccc(F)c(Cl)c2)C1 (stereo unspecified)	1.3%	-7%	-3%	3%	2%
CC(C)(C)c1ccc(S(=O)(=O)Nc2noc3ccccc23)cc1	1.3%	5%	-25%	1%	2%
CCCC(=O)Nc1ccc(C(=O)COC(=O)c2c(C)noc2C)cc1	5.0%	.	9%	.	.
O=C(CSc1n[nH]c(=O)n1-c1ccccc1)Nc1ccccc1	1.1%	2%	.	2%	-8%
